Compound activity as filed in PubChem.
aGlu spleen mod: lysosomal alpha-glucosidase (human) modulation. Potency, µM (highest dose often 79.9 µM), for the others: at the top dose activity change, negative = inhibition, most hits filed as inhibitors. 240,000 compounds, 0.006% hits. AID 2112. human spleen homogenate, 4-MU-alpha-glucoside fluorescence. P10253;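 note: 0% = enzyme with vehicle and -100% = no enzyme basal signal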
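Enzyme source: human spleen homogenate, 1 ug/well. Buffer 50 mM citric acid/K phosphate pH 5.0, 0.01% Tween-20. 4-MU-alpha-glucoside 1 mM; 37 C x 40 min; NaOH/glycine stop; fluorescence.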
ALDH1A1 block: blocks purified human ALDH1A1 activity; 220,000 compounds, 7.3% hits; Potency, µM (highest dose often 75.3 µM), without a hit: top-dose activity, negative = inhibition, most hits filed as inhibitors; P00352; Purified ALDH1A1, NADH fluorescence, propionaldehyde substrate; active = well fitted inhibition curve with a large enough effect, not every such curve was filed as active; inconclusive = small, poorly fitted or top-dose-only effect, or another doubt; inactive = no such curve, though single readings can be large or run the other way;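 note: plate controls were no enzyme wells and a reference inhibitor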
Epigenetic reg: regulators of epigenetic silencing causing reporter derepression in mouse cells; murine LDR cells, GFP reporter derepression, 30 h; Potency, µM (doses to about 53.9 µM), for inactives: at the highest dose GFP activation, hits mostly activators; 280,000 compounds, 0.2% hits; AID 1865; note: % of control where 0% means no effect; nearly all actives have a fitted effect of over 60% in size
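In this reporter-derepression format, murine cells bearing a silenced integrated CMV-GFP locus incubate with test compound (30 h, 37 C), then are washed and imaged; fluorescent objects of 20–120 um count as induced cells.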
aGal spleen mod: alpha-galactosidase A (human) modulation; 240,000 compounds, 0.008% hits; Potency, µM (series often up to 80 µM), without a hit: top-dose activity change, negative = inhibition, actives largely listed as inhibitors; human spleen homogenate, 4MU-alpha-Gal fluorescence, 40 min; P06280;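 note: 0% = enzyme with vehicle and -100% = no enzyme basal signal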
Target sequence (P06280 32-429 limits assumed): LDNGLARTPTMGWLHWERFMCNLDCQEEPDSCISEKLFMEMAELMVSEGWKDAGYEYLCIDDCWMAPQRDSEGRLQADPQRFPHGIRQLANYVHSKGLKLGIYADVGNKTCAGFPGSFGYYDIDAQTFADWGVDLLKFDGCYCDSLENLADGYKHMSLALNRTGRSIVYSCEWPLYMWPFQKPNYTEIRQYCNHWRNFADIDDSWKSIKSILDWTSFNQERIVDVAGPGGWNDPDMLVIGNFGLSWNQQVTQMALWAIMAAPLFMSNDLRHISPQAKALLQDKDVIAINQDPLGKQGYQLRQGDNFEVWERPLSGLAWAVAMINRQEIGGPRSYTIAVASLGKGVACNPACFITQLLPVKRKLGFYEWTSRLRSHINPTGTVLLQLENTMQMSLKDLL
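Human spleen homogenate (1 ug) was the enzyme source, with 4-methylumbelliferyl-alpha-D-galactopyranoside (1 mM final) in pH 5.0 citrate buffer with 0.01% Tween-20. Compounds were titrated; after 40 min at 37C, NaOH/glycine stop, 4-MU fluorescence read; AC50 from Hill fits.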
NPSR antagonist: neuropeptide S receptor (human) antagonism, cAMP. CHO-NPSR cells, cAMP TR-FRET, antagonist mode. 220,000 compounds, 1% hits. Potency, µM (doses to about 38.3 µM), for inactives: top-dose activity change, negative = inhibition, most hits filed as inhibitors. Q6W5P4; note: % is set by controls: 0 for no effect and ±100 for the full control effect; nearly all actives have a fitted effect of over 50% in size; many of its hits are not listed in these tables
Target sequence (Q6W5P4 whole entry, looked up): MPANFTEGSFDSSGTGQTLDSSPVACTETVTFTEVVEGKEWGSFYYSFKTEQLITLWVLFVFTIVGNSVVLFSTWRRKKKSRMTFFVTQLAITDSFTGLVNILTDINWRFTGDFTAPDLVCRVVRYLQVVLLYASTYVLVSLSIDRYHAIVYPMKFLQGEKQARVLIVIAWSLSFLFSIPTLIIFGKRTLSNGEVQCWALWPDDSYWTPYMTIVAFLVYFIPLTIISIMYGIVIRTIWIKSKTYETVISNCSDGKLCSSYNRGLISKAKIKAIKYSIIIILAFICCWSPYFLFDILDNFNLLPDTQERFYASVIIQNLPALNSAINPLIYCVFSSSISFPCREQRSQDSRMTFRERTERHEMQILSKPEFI
GAA glycogen: alters human alpha-glucosidase cleavage of glycogen | 300,000 compounds, 0.38% hits | recombinant GAA, glycogen substrate, Amplex Red glucose oxidase fluorescence | P10253 | Potency, µM (top dose mostly 76.4 µM), for the others: top-dose activity change, negative = inhibition, usual class: inhibitors;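 note: 0% = full enzyme reaction and -100% = no-enzyme basal signal; the screen sought inhibitors and activators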
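Recombinant human alpha-glucosidase (4 nM final) hydrolysed bovine liver glycogen (30 ug) for 40 min at 37 C in pH 5.0 citrate/phosphate with 0.01% Tween-20. Released glucose detected by glucose oxidase/Amplex Red, Ex 573/Em 610 nm. Compounds up to 77 uM; AC50 from Hill fits.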
GAA inh: blocks human lysosomal alpha-glucosidase; purified human GAA, 4-MU-alpha-glucoside fluorescence; Potency, µM (highest dose often 76.9 µM), without a hit: top-dose activity change, negative = inhibition, hits mostly inhibitors; 200,000 compounds, 0.005% hits;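 note: plate controls were uninhibited enzyme wells for no effect and no-enzyme background for full effect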
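qHTS format, compound range up to 77 uM. Human lysosomal enzyme at 4 nM, 400 uM 4-MU glucoside substrate, pH 5.0, 20 min room temperature; fluorescence after alkaline stop gives activity normalized to controls.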
Tau fluor cs: counter-screen for tau fibril formation inhibitors; tau K18 P301L (four-repeat tau fragment) Alexa594 fluorescence, heparin fibrillization; Potency, µM (highest dose often 57.7 µM), inactives show at the highest dose activity change, negative = decrease; 280,000 compounds, 0.93% hits; AID 1463; note: % is set by controls: 0 for no effect and ±100 for the full control effect; nearly all actives have a fitted effect of over 55% in size
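Human K18 P301L tau (15 uM unlabeled plus 0.24 uM Alexa 594-labeled, final) in 100 mM sodium acetate pH 7 was mixed with compound and 20 uM heparin and incubated 6 hr at 37 C.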
Active calls of the source: *; ? = inconclusive; . = no result given; & = joins results of further samples; [ ] = dose if it differs, or a comment. Unless noted, calls come from the whole dose curve; as a rule, active = well fitted curve in the direction sought with a large enough effect; inconclusive = small, poorly fitted or top-dose-only effect, or another doubt; inactive = no such curve, though single readings can be large; an effect the other way counts as inactive or inconclusive. Potency is the fitted concentration of half-maximal effect. Some of the compounds tested; rates above refer to the full screens.

SMILES	GAA inh	aGlu spleen mod	Tau fluor cs	Epigenetic reg	NPSR antagonist	ALDH1A1 block	GAA glycogen	aGal spleen mod
COCc1cc(C)nc(N2CCN(Cc3ccccc3)CC2)c1C#N	-3%	-4%	-12%	1.0%	-1%[46.1 µM]	?	11%	16%
O=C1C2C3c4ccccc4C(Br)(c4ccccc43)C2C(=O)N1c1ccccc1O (configuration not stated)	?	-7%	-16%	2.6%	-37%	1%	-3%	2%
CCC(C)NC(=O)CCc1c(C)nc2nc(-c3cc(OC)cc(OC)c3)nn2c1C (configuration not stated)	-1%	1%	-6%&-7%	-0.3%&-3.2%	-9%[46.1 µM]	-7%	-8%[76.3 µM]	0%
CC1CCN(c2c(NCC3CCC(C(=O)N4CCc5ccccc5C4)CC3)c(=O)c2=O)CC1 (configuration not stated)	-8%	4%	-10%	-1.4%	-7%[46.1 µM]	-2%	24%	1%
CC/C(O)=C1\C(=O)CC(C)(C)CC1=Nc1ccccc1C	-1%	5%	4%	2.3%	-13%	3%	-6%	4%
CCN(CC)C(=O)CSc1nnc2sc3ccccc3n12	-4%	-12%	6%	0.8%	-5%[46.1 µM]	-10%	9%	-3%
Cc1ccc(CNC(=O)Cn2cncn2)cc1	-9%	-2%	0%	-1.1%	3%[46.1 µM]	9%	-2%	-6%
Cn1cc(CCC(=O)N2CCCC(C(=O)c3cccc4ccccc34)C2)cn1 (configuration not stated)	?	5%	15%	-0.2%	-5%	?	-6%	3%
Cn1c(CNC(=O)c2ccccc2)nnc1SCC(=O)N1CCN(c2ccccc2)CC1	2%	-7%	8%	1.2%	-2%[46.1 µM]	-13%	0%	4%
COc1ccc(/C=C/C(=O)Nc2cc(C)nn2-c2nc3ccccc3[nH]2)cc1	-1%	-6%	?	8.0%	?	0%	-6%	5%
CCOC(=O)C1(CC)NC(c2ccco2)C2C(=O)N(c3ccc(C)cc3)C(=O)C21 (configuration not stated)	-3%	16%	-2%	6.4%	-27%[7.67 µM]	14µM*	24%	19%
C=CCOn1c(C)c(C(C)=O)c2c3nonc3ccc21	-2%	-2%	-7%	-1.2%	-12%[46.1 µM]	?	-4%	5%
Cn1c(=O)c2c(nc(N3CCc4ccccc4C3)n2Cc2ccccc2F)n(C)c1=O	-2%	3%	-15%	1.2%	-7%[46.1 µM]	?	1%	8%
COc1ccc(C2=NN(c3nc(C)cc(C)n3)C(=O)C2)cc1	4%	6%	-13%	1.1%	-20%	5%	?	4%
CCOC(=O)c1c(N)nn(C(=O)C(C)(C)C)c1-c1ccccc1	-5%	-5%	-11%	1.1%	?	23%	1%	-3%
COc1cc(C(c2c(C)[nH][nH]c2=O)c2c(C)[nH][nH]c2=O)cc([N+](=O)[O-])c1O	-8%	-5%	-25%	-7.5%	-16%	1%	?	3%
Cc1nc2c(C(=O)Nc3ccc(N4CCCC(O)C4)cc3)snc2c(=O)[nH]1 (configuration not stated)	.	-5%	?	-1.2%	1%	.	1%	-3%
Cc1ccc(Cn2c(O)c(N=NC(=S)Nc3ccccc3F)c3cc(S(=O)(=O)N4CCOCC4)ccc32)cc1	?	-12%	?	-2.9%	-19%	?	-3%	3%
Cc1ccc(C(=O)c2ccc(O)cc2)cc1C	-1%	-8%	-2%	-1.1%	-14%[46.1 µM]	-13%	-3%	4%
Brc1cccc(-c2nnco2)c1	-2%	6%	8%	-4.8%	1%[46.1 µM]	-12%	4%	3%
O=C(N/N=C/c1cccs1)c1cnccn1	5%	-3%	1%	0.0%	11%	-1%	2%	-9%
CC(=O)c1cnc2c(-c3ccc(Cl)cc3)c(C)nn2c1C	0%	-4%	-3%	0.0%	1%	0%	9%	-2%
COc1ccc(C2CC(O)(c3ccccc3)Oc3cc(OC)cc(OC)c32)cc1 (configuration not stated)	.	4%&1%	4%	0.6%	?	.	-9%	4%&10%
CC(C)C[C@H](NC(=O)NCc1ccc(Cl)cc1)C(=O)O	-2%	3%	3%	-3.8%	4%[46.1 µM]	?	0%	-4%
C(=C\c1ccncc1)/c1ccccc1	-25%	3%	-5%	7.3%	-7%	-4%	4%	-2%
CCc1ccc(N2C(=O)CN(Cc3cccs3)C2=S)cc1	0%	-3%	-9%	-1.1%	-18%	0%	?	-4%
C=CCOC(=O)C1=C(C)Nc2nnnn2C1c1cccs1 (configuration not stated)	0%	-11%	-2%	1.9%	7%[46.1 µM]	6.3µM*	-13%	-1%
Cc1nn2c3ccccc3nc2n(C)c1=O	-3%	-3%	3%	-2.4%	6%[46.1 µM]	-5%	3%	-4%
CC(NC(=O)/C(C#N)=C/c1cn(-c2ccccc2)nc1-c1ccc(F)cc1)c1ccccc1 (configuration not stated)	-2%	-15%	-10%	1.3%	-7%	?	1%	0%
Cc1ccc(C)c(OCCSc2nnc(-c3cccnc3)n2N)c1	2%	-7%	-16%	5.1%	6%	4%	10%	-2%
O=S(=O)(Nc1ccccc1N1CCCCC1)c1ccc(F)cc1F	3%	-3%	-17%	-0.1%	-48%	0%	-13%	-3%
FC(F)(F)c1cccc(Oc2cc(C(F)(F)F)nc(-c3ccccn3)n2)c1	6%	-8%	-4%	-1.3%	-6%[46.1 µM]	6%	11%	-4%
N/C(CN1CCCC1=O)=N\O	-4%	1%	1%	4.4%	-7%[46.1 µM]	8%	3%	-5%
CC(C)N1CCN(Cc2ccc(-c3ccccc3Cl)o2)CC1CCO (configuration not stated)	4%	-6%	-9%	0.0%	6%	?	19%	0%
Cc1ccc(NC(=O)Nc2nnc(-c3ccncc3)s2)cc1	5%	1%	-9%	-1.1%	3%	-11%	-9%	5%
O=C(NCc1ccc2c(c1)OCO2)c1cccc(S(=O)(=O)N2CCCCC2)c1	-7%	-5%	-24%	-1.0%	?	?	-21%	2%
CCN(CC)S(=O)(=O)c1cc(C(=O)OCC(=O)Nc2cccc(S(=O)(=O)N(C)C)c2)ccc1F	4%	6%	?	0.0%	3%	-14%	-12%	5%
O=S(=O)(c1ccc2ccccc2c1)N(CC(O)CN1CCOCC1)c1ccccc1 (configuration not stated)	6%	-8%	-14%	1.0%	-13%[46.1 µM]	-9%	7%	-11%
CCC(C)c1ccc(NC(=S)Nc2ccc(OC)cc2)cc1 (configuration not stated)	-9%	-2%	?	-1.0%	-20%	?	?	1%
COCCn1c(SCC(=O)Nc2cc(C)on2)nnc1-c1c[nH]c2ccccc12	0%	8%	-15%	-1.2%	-1%[46.1 µM]	7%	-14%	2%

Sorted by heavy-atom count (highest first): part of the list above
SMILES	GAA inh	aGlu spleen mod	Tau fluor cs	Epigenetic reg	NPSR antagonist	ALDH1A1 block	GAA glycogen	aGal spleen mod
CCN(CC)S(=O)(=O)c1cc(C(=O)OCC(=O)Nc2cccc(S(=O)(=O)N(C)C)c2)ccc1F	4%	6%	?	0.0%	3%	-14%	-12%	5%
O=S(=O)(c1ccc2ccccc2c1)N(CC(O)CN1CCOCC1)c1ccccc1 (configuration not stated)	6%	-8%	-14%	1.0%	-13%[46.1 µM]	-9%	7%	-11%
CC(C)N1CCN(Cc2ccc(-c3ccccc3Cl)o2)CC1CCO (configuration not stated)	4%	-6%	-9%	0.0%	6%	?	19%	0%

New compounds follow
SMILES	GAA inh	aGlu spleen mod	Tau fluor cs	Epigenetic reg	NPSR antagonist	ALDH1A1 block	GAA glycogen	aGal spleen mod
CC(C)=CCC[C@](C)(O[C@@H]1O[C@H](CO)[C@@H](O)[C@H](O)[C@H]1O)[C@H]1CC[C@]2(C)[C@@H]1[C@H](O)C[C@@H]1[C@@]3(C)CC[C@H](O[C@@H]4O[C@H](CO)[C@@H](O)[C@H](O)[C@H]4O[C@@H]4O[C@H](CO)[C@@H](O)[C@H](O)[C@H]4O)C(C)(C)[C@@H]3[C@@H](O)C[C@]12C	.	3%	-5%	0.1%	.	6%	.	-10%
Cc1cccc(CNc2nc(-c3ccoc3)nc3ccccc23)c1	.	7%	?	2.6%	.	-14%	.	-7%
O=c1nc(N2CCOCC2)nc(N/N=C/c2ccc3c(c2)OCO3)[nH]1	.	4%	0%	-1.2%	2%	?	-9%	14%
O=C(O)Cc1ccc(NC(=O)c2cccs2)cc1	-6%	-8%	10%	0.0%	-2%[46.1 µM]	16%	6%	-3%
COc1ccc(C2c3[nH]c4ccccc4c3CCN2Cc2cccn2-c2ncccn2)cc1C (configuration not stated)	-5%	1%	?	2.4%	?	?	1%	2%
CCC(C)c1ccc(S(=O)(=O)N2CCN(C(=O)COc3ccc4c(C)cc(=O)oc4c3)CC2)cc1 (configuration not stated)	0%	3%	-8%	6.7%	-19%[46.1 µM]	?	100%	7%
O=C(O)CNC(=S)N(Cc1ccccc1)Cc1ccccc1F	-1%	5%	4%	-2.0%	6%	-3%	7%	4%
Cn1c(N)c(S(=O)(=O)N2CCN(c3ccccc3)CC2)c(=O)n(C)c1=O	-5%	-6%	-3%	-1.2%	8%	5%	-4%	-2%
COc1ccccc1C1CC(c2ccc(F)cc2)Nc2ncnn21 (configuration not stated)	-8%	5%	-2%	0.0%	-13%[46.1 µM]	4%	1%	2%
O=C(Nc1nccs1)c1cc(-c2ccccc2)nn1-c1ccccc1	1%	-10%	7%	-1.0%	-60%	4%	1%	1%
CCOC(=O)C1C(=O)NC(c2ccccc2)=NC1c1cccc(Br)c1 (configuration not stated)	1%	.	-9%	1.3%	-6%	?	2%	5%
CCn1c(=O)cc(SCC(=O)NCc2ccco2)c2ccccc21	-1%	-2%	-10%	-2.0%	?	?	0%	-11%
CCOC(=O)c1c(C)oc2ccc(OCC(=O)C(C)(C)C)cc12	-2%	-1%	-11%	2.0%	-17%[46.1 µM]	?	-10%	3%
COc1ccc2c(c1OC)C(=O)N1C(C(=O)O)Cc3c([nH]c4ccccc34)C21 (configuration not stated)	9%	-1%	0%	0.1%	-6%[46.1 µM]	?	-2%	9%

As a working copy, part of the list above:
SMILES	GAA inh	aGlu spleen mod	Tau fluor cs	Epigenetic reg	NPSR antagonist	ALDH1A1 block	GAA glycogen	aGal spleen mod
COc1ccccc1C1CC(c2ccc(F)cc2)Nc2ncnn21 (configuration not stated)	-8%	5%	-2%	0.0%	-13%[46.1 µM]	4%	1%	2%
O=C(Nc1nccs1)c1cc(-c2ccccc2)nn1-c1ccccc1	1%	-10%	7%	-1.0%	-60%	4%	1%	1%
